# TbPYK inhibitor: qHTS of Trypanosoma Brucei Inhibitors. TbPYK enzyme, Kinase-Glo Plus ATP luminescence, 45 min. pyruvate kinase (Trypanosoma brucei), Q57TT1. 410,000 compounds, 0.12% hits. Potency, µM (titrated, usually from 76.8 µM), for the others: top-dose activity, negative = inhibition, usual class: inhibitors; also: potency is read from the fitted curve at half-maximal effect; % is scaled to controls: 0 for no effect and ±100 for the full control effect; nearly all actives have a fitted effect of over 50% in size
#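 Assay buffer: 50 mM TEA pH 7.2, 100 mM KCl, 10 mM MgCl2, 0.05% BSA, 0.01% Tween-20. Pyruvate kinase from T. brucei plus substrate met compound, then ADP (130 uM final). Luminescence was read post 45 min RT.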
# LmPK inhibitor: qHTS Assay for Inhibitors of Leishmania Mexicana Pyruvate Kinase (LmPK) | purified LmPK, Kinase-Glo ATP luminescence, 1 h | Potency, µM (series often up to 57.5 µM), inactives show at the highest dose activity change, negative = inhibition, most hits filed as inhibitors | 290,000 compounds, 0.37% hits; also: potency is read from the fitted curve at half-maximal effect; % is scaled to controls: 0 for no effect and ±100 for the full control effect
# Target sequence (Q27686 whole entry, looked up): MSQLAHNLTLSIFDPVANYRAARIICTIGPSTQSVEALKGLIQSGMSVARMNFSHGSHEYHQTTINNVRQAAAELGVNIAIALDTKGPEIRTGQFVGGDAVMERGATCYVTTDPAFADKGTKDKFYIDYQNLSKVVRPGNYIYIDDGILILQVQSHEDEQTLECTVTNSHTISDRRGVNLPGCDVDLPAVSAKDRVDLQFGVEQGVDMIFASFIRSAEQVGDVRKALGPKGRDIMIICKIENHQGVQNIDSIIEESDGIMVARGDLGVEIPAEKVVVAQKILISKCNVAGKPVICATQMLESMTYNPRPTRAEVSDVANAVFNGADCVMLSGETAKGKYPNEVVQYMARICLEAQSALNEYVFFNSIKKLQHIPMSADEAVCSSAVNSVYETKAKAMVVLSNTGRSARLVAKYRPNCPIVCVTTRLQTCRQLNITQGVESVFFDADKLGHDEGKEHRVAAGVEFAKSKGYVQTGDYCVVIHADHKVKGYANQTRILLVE
#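 Pyruvate kinase activity monitored as ATP production (luciferase luminescence). Conditions: 0.1 nM enzyme, 0.5 mM PEP, 0.1 mM ADP, 1 h, RT; normalized against uninhibited and no-enzyme wells.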
# Pf growth 96h: Primary qHTS for delayed death inhibitors of the malarial parasite plastid, 96 hour incubation. P. falciparum luciferase reporter growth, 96 h. Potency, µM (doses to about 28.7 µM), without a hit: at the top dose activity change, negative = inhibition, actives largely listed as inhibitors. 320,000 compounds, 6.9% hits; also: potency is read from the fitted curve at half-maximal effect; % is scaled to controls: 0 for no effect and ±100 for the full control effect
#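 Infected RBCs, 2% Hct / 0.05% parasitemia final; luciferase-reporter P. falciparum; cpd 96 h, 37 C, 5% CO2; luciferase detection reagent; luminescence.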
# Shiga toxin inh: A qHTS for Small Molecule Inhibitors of Shiga Toxin | AID 2315, 2010 | 290,000 compounds, 9.2% hits | inhibition, % at 38.7 µM | Vero cells, Shiga toxin protein synthesis inhibition reporter; in the data active = inhibition mostly above about 28%, no sharp cut-off; inactive = mostly below about 43%; also: 0% is about no effect
# Pf growth 48h: Primary qHTS for delayed death inhibitors of the malarial parasite plastid, 48 hour incubation. P. falciparum luciferase growth in erythrocytes, 48 h. Potency, µM (highest dose often 28.7 µM), for the others: at the highest dose activity change, negative = inhibition, hits mostly inhibitors. 310,000 compounds, 5.9% hits. AID 504832, 2011; also: potency is read from the fitted curve at half-maximal effect; % is scaled to controls: 0 for no effect and ±100 for the full control effect
#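 Luminescence readout; reporter = integrated firefly luciferase in P. falciparum. RBC culture at 2% hematocrit, 0.1% parasitemia final, 37 C/5% CO2; decreased signal taken as growth inhibition.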
# Cycloheximide cs: Cycloheximide Counterscreen for Small Molecule Inhibitors of Shiga Toxin | cell reporter, cycloheximide protein synthesis inhibition counterscreen | max response, % | 300,000 compounds, 12% hits | AID 2314, 2010; in the data active = max response mostly above about 13%, no sharp cut-off; inactive = mostly below about 14%; also: read at 38.3 µM for the half of the compounds with a filed dose; 0% is about no effect
# HCV inh: qHTS Assay for Inhibitors of Hepatitis C Virus (HCV); Potency, µM (titrated, usually from 41.8 µM), inactives show at the highest dose activity change, negative = inhibition, hits mostly inhibitors; 340,000 compounds, 3.4% hits; Huh7.5.1 HCVcc-Cre infection, luciferase reporter, 44 h; also: potency is read from the fitted curve at half-maximal effect; % is scaled to controls: 0 for no effect and ±100 for the full control effect
#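 After 44 h co-culture of compound, cells and HCVcc-Cre (~0.5 moi), substrate is added for 15 min at room temperature and luciferase measured over 15 sec. Cells were seeded at 1,000/well and pre-cultured 4 h.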
# Numbers without * were called inactive; ? = inconclusive; nt = not tested or not shown; & = joins results of further samples; [ ] = remark or other dose. Unless noted, calls follow the shape of the dose curve; as a rule, active = well fitted curve in the direction sought with a large enough effect; inconclusive = small, poorly fitted or top-dose-only effect, or another doubt; inactive = no such curve, though single readings can be large; an effect the other way counts as inactive or inconclusive.
Structure	TbPYK inhibitor	LmPK inhibitor	Pf growth 96h	Shiga toxin inh	Pf growth 48h	Cycloheximide cs	HCV inh
CCn1c(SCC(=O)c2[nH]c(C)c(C(C)=O)c2C)nnc1-c1ccncc1	-15.5%	-2.9%	-13.6%	-3.0	-18.6%	-5.2	?
O=[N+]([O-])c1ccc(C(=S)N2CCN(c3ccc(F)cc3)CC2)cc1	-24.9%	-1.8%	?	6.6	1.7%	-1.3	2.0%
CN(C)c1cccc(C(=O)OCC(=O)Nc2ccccc2-c2ccccc2)c1	2.8%	8.6%	?	6.4	?	-3.4	?
Cc1cc(/C=C2\C(=O)NC(=O)N(c3cccc(F)c3)C2=O)c(C)n1-c1cc(C(=O)O)cc(C(=O)O)c1	-13.7%	0.0%	0.9%	-9.2	-12.9%	-1.4	-12.0%
O=C(CN1C(=O)C2C3CCC(C3)C2C1=O)N1CCN(Cc2ccccc2)CC1 (configuration not stated)	0.2%	-12.7%	22.1%	15.4	28.1%	-1.0	39.4%[activator]
Cn1c(=O)c(C(=O)CN2CCOCC2)c(N)n(Cc2ccccc2)c1=O	-1.0%	2.9%	12.9%	-19.0	-2.3%	-4.7	18.4%
CC1(C)CC(N(Cc2ccc(F)cc2)C(=O)c2ccc(F)cc2)CCO1 (configuration not stated)	2.3%	-0.8%	-3.4%	-3.7	7.5%	-3.8	13.2%
COc1ccc2[nH]c(C(O)(Cc3cccnc3)Cc3cccnc3)cc2c1	-4.2%	5.6%	?	-8.4	-6.6%	-6.3	2.1%
COc1ccccc1C(=O)NCCNC(=O)c1ccco1	4.3%	0.2%	nt	7.2	?	1.1	5.2%
COCCn1c(=S)[nH]c2cc(C(=O)NCCc3ccc(OC)c(OC)c3)ccc2c1=O	0.2%	2.3%	?	-14.6	19.3%	-1.7	-15.6%

# The final two entries of the part before lead into the next:
Structure	TbPYK inhibitor	LmPK inhibitor	Pf growth 96h	Shiga toxin inh	Pf growth 48h	Cycloheximide cs	HCV inh
COc1ccccc1C(=O)NCCNC(=O)c1ccco1	4.3%	0.2%	nt	7.2	?	1.1	5.2%
COCCn1c(=S)[nH]c2cc(C(=O)NCCc3ccc(OC)c(OC)c3)ccc2c1=O	0.2%	2.3%	?	-14.6	19.3%	-1.7	-15.6%
O=C(COC(=O)c1cc(=O)[nH]c2ccccc12)Nc1nc(-c2cccc(Br)c2)cs1	-6.3%	-0.5%	19.7%	7.1	41.8%[activator]	0.8	?
Cn1c2c(c(=O)n(C)c1=O)C(c1ccccc1Cl)C(C#N)=C(N)O2 (configuration not stated)	?	-2.6%	13.7%	7.7	2.9%	6.0	14.5%
Cc1occc1-c1nnc(SCC(=O)N2CCCCC2)o1	0.1%	1.5%	-20.3%[5.75 µM]	41.5	10.3%	4.6	10.2%
O=C(C1=C[C@@H](C2CCCCC2)C[C@@H](OCCCCO)O1)N1CCOCC1	-0.8%	-0.7%	46.4%[activator]	-9.1	1.2%	-1.0	22.7%
Cc1ccc(S(=O)(=O)N(CC(=O)NCc2cccs2)c2ccccc2)cc1	-5.5%	nt	?	nt	?	nt	?
Cc1ccc(NC(=O)CCN2C(=O)c3ccccc3S2(=O)=O)cc1F	-1.2%	nt	45.5%[activator]	nt	2.5%	nt	1.2%
O=C1C(=Nc2cccc(Cl)c2)CC(c2ccc(Cl)cc2)N1c1cccc(Cl)c1 (configuration not stated)	-4.9%	3.0%	?	-3.9	?	-3.6	5.7%
CC1=C(C)/C(=N\OS(=O)(=O)c2ccccc2)C=CC1=O	2.3%	7.3%	13.1µM*	-14.5	nt	-2.3	12.6µM*
N#Cc1ccccc1Sc1ccccc1N	-2.8%	-0.4%	0.7%	-18.9	-1.1%	-2.1	12.5%
CCOC(=O)c1ccccc1NC(=O)c1cccnc1	-4.9%	1.1%	-1.7%	1.7	-6.0%	-1.8	?

# Next section:
Structure	TbPYK inhibitor	LmPK inhibitor	Pf growth 96h	Shiga toxin inh	Pf growth 48h	Cycloheximide cs	HCV inh
O=C(O)c1cccc(COc2ccccc2Cl)c1	-17.3%	14.1µM*	nt	18.8*	13.7%	13.6*	13.3%
COc1ccc(N/C(C)=C2/C(=O)C(=O)N(CCO)C2c2ccc([N+](=O)[O-])cc2)cc1 (configuration not stated)	5.3%	-1.9%	?	4.7	-4.1%	5.8	-7.0%
CC1CCC(NC(=O)COC(=O)C2CC3CCCC(C2)C3=O)CC1 (configuration not stated)	-0.5%	nt	10.7%	nt	16.4%	nt	9.9%
O=C(c1ccc(Br)o1)N(Cc1ccccc1)c1ccccn1	3.0%	0.1%	nt	-7.9	nt	4.2	-2.2%
CC(=O)N1c2ccc(S(=O)(=O)NCCC(=O)N(C)Cc3ccccc3)cc2CC1C (configuration not stated)	-1.6%&0.9%	-1.3%	7.38µM*	8.9	1.1%	-3.0	13.6%
N/C(COc1ncn(-c2ccccc2)n1)=N\S(=O)(=O)c1ccc(Cl)cc1Cl	-17.0%	-0.7%	5.5%	-11.5	13.8%	-1.9	2.4%
CCOc1ccc(C(=O)Nc2cccc(NC(=O)c3cccs3)c2)cc1[N+](=O)[O-]	3.1%	1.3%	11.7µM*	-2.6	-16.1%	7.9	?
CCN1CCN(C(=O)c2ccc3c(=O)n(Cc4ccccc4OC)c(=S)[nH]c3c2)CC1	-24.1%	1.3%	160.1%[activator]	-3.1	-0.9%	-0.9	11.2µM*
Cc1ccccc1Nc1c(-c2cccnc2)nc2ccc(Br)cn12	3.4%	6.1%	-26.3%	-4.4	?	10.6	-14.0%
CCC(CC)c1nnc(NC(=O)c2ccc(N3CCCC3=O)cc2)s1	4.5%	9.2%	72.5%[activator]	-12.2	33.0%[activator]	-2.5	4.5%

# (cont.)
Structure	TbPYK inhibitor	LmPK inhibitor	Pf growth 96h	Shiga toxin inh	Pf growth 48h	Cycloheximide cs	HCV inh
O=C(CCCNC(=O)c1ccc(Cl)cc1)Nc1ccc(S(=O)(=O)Nc2ncccn2)cc1	-19.6%	0.5%	0.0%	-3.1	0.0%	-1.9	19.7%
c1ccc(CCc2nn3c(-c4ccncc4)nnc3s2)cc1	-11.1%	-1.3%	-8.7%	18.0	?	6.0	-19.1%
CCCCCn1c(=O)c(C(=O)Nc2ccccc2)c(O)c2ccccc21	4.9%	-1.4%	9.4%	35.9	25.7%	8.6	4.2%
CCOC(=O)c1oc2ccccc2c1NC(=O)c1cccc(OC)c1	6.9%	0.8%	73.4%[activator]	-23.0	?	16.0	-26.1%
CN1CCN(c2ccc(CNS(=O)(=O)Cc3ccc(Cl)cc3)cc2)CC1	0.3%	3.6%	?	4.1	-13.6%	-1.3	12.2%
NS(=O)(=O)c1ccc(NC(=O)COc2ncnc3c2cnn3-c2ccccc2)cc1	-22.5%	1.4%	12.7%	-12.7	-6.2%	-5.3	4.7%
O=C(Nc1ccc2c(c1)OCO2)c1sc2cc(Cl)ccc2c1Cl	0.7%	3.3%	31.9%[activator]	-13.4	40.4%[activator]	2.4	15.1%
S=c1[nH]c2ccccc2c2ccccc12	-24.2%	-1.2%	1.3%	-4.0	-4.9%	1.8	11.2µM*
COc1cc(C2NC(=O)NC(C)=C2C(=O)NCc2ccccc2)c(Cl)cc1O (configuration not stated)	-1.0%	16.3%	21.7%	20.9	nt	-0.4	-2.6%
CCOC(=O)OC(C)OC1=C(C(=O)Nc2ccccn2)N(C)S(=O)(=O)c2ccccc21 (configuration not stated)	-1.9%	nt	?	nt	-12.7%	nt	nt

# Remaining list, next part:
Structure	TbPYK inhibitor	LmPK inhibitor	Pf growth 96h	Shiga toxin inh	Pf growth 48h	Cycloheximide cs	HCV inh
O=C1Nc2ccc(C(F)(F)F)cc2N2CCCC12 (configuration not stated)	nt	4.5%	?	-6.6	nt	-3.3	nt
CCc1cc(C(=O)Nc2ccc(S(=O)(=O)NC3=NCCCCC3)cc2)sc1C	-3.5%	nt	4.15µM*	nt	?	nt	?
COC(=O)C1=C(c2ccc(F)cc2F)C[C@@H]2CC[C@H]1N2C(=O)NC1CC1	7.9%	nt	39.5%[activator]	nt	17.9%	nt	18.2%
CCOC(=O)c1[nH]c2c(c1C)C(=O)CC(c1ccco1)C2 (configuration not stated)	-4.0%	0.1%	13.9%	9.0	13.1µM*	6.3	?
CCOc1ccccc1NC(=O)CNS(=O)(=O)c1ccc2nc(C)sc2c1	0.2%	10.3%	?	27.2	?	-1.7	-2.1%
CC(C(=O)OCC(=O)Nc1ccc2c(c1)OCO2)N1C(=O)c2ccccc2C1=O (configuration not stated)	-4.1%	1.3%	nt	46.5	12.0%	5.8	6.5%
O=C(CN1CCN(c2ccc(O)cc2)CC1)Nc1cc(S(=O)(=O)N2CCCCC2)ccc1Cl	?	-1.0%	9.28µM*	-7.5	-29.3%	0.8	10µM*
O=Cc1cn(Cc2ccc(F)cc2)c2ccccc12	-1.0%	4.6%	-24.7%	-9.2	29.7%	-5.2	26.2%
CCCc1c(C(=O)OCC)sc(N)c1C#N	-6.7%	2.4%	-1.6%	45.4	-4.9%	-2.9	-1.1%
C/C(CC(=O)Nc1ccc(C)c(Cl)c1)=N\NC(=O)c1ccccn1	2.1%	-0.9%	19.1%	77.0*	-3.2%	50.8*	1.8%

# Next section.
Structure	TbPYK inhibitor	LmPK inhibitor	Pf growth 96h	Shiga toxin inh	Pf growth 48h	Cycloheximide cs	HCV inh
COc1ccc(C(=O)NC(=S)NCc2cccnc2)cc1[N+](=O)[O-]	-5.8%	1.5%	?	2.6	-0.9%	-2.3	?
COc1ccc2[nH]c(=O)c(CNc3ccc(C)cc3C)cc2c1	-4.4%	11.2%	10.4%	70.3*	25.6%	30.3*	13.1%
Cc1cc(C)n2nc(C(=O)OCC(=O)Nc3ccc4c(c3)OC(F)(F)O4)nc2n1	-0.2%	-7.5%	nt	-4.5	9.8%	5.0	15.3%
O=C(Nc1ccccc1F)c1ccc(C(=O)c2ccccc2)cc1	-1.3%	3.6%	116.9%[activator]	75.0*	84.7%[activator]	28.9*	7.6%
Fc1ccc(-c2ccc(-c3nn4c(-c5ccco5)nnc4s3)o2)cc1	-14.9%	-2.2%	-2.4%	26.5*	18.5%	12.8*	-27.9%
CCOC(=O)c1c(NC(C)=O)sc2c(O)c(CN3CCN(CC)CC3)ccc12	0.8%	0.9%	-16.9%	-16.0	10.4µM*	-1.6	-24.9%
O=C(Nc1ccc(F)cc1)C1CCCN1S(=O)(=O)c1cccc2nsnc12 (configuration not stated)	-19.0%	2.7%	-9.2%	10.9	-8.4%	-1.7	-4.5%
COc1cccc(C(=O)N(c2ccc(C)cc2)C2C=CS(=O)(=O)C2)c1 (configuration not stated)	0.7%	9.9%	?	-10.4	-0.6%	-1.0	-18.5%
Cc1ccc(NC(=O)/C=C/c2cccs2)c([N+](=O)[O-])c1	0.0%	2.5%	12.3%	62.6*	161.1%[activator]	40.6*	-18.8%
CCOc1ccc(N2CC(O)=C(c3nc4ccccc4c(=O)[nH]3)C2=N)cc1	-3.5%	3.8%	20.0%	19.7	4.4%	5.7	-8.4%
CCC(C)(C(=O)NC1CCCC1)N(Cc1cccs1)C(=O)c1ccccn1 (configuration not stated)	-18.9%	-1.8%	2.94µM*	-14.8	9.2%	10.4	?
